HePTP inh: human HePTP phosphatase inhibition. P35236. 110,000 tested, 0.64% active. inhibition, % at 20 µM. recombinant HePTP phosphatase activity, OD absorbance; in the data active = inhibition above about 50%;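 also: plate controls were vehicle for no effect and reference inhibitor for full effect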
Target sequence (P35236 whole entry, looked up): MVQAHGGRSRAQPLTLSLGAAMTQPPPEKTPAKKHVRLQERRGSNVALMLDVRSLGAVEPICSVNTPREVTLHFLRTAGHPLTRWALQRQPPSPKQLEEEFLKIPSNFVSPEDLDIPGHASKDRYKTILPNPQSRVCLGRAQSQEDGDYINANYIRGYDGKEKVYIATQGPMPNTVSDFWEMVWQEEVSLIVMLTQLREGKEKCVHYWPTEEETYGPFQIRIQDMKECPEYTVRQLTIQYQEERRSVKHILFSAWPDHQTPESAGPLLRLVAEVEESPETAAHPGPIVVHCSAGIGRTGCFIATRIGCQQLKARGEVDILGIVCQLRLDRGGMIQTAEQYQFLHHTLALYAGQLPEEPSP
BAP1 inh: human BAP1 deubiquitinase inhibition; recombinant BAP1, Ub-AMC hydrolysis fluorescence kinetic; hits give low values; 72,000 tested, 0.48% active; Q92560; activity remaining (% of control), % at 20 µM;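 active = activity remaining at or below 50% of control, provided the compound also passes the data quality filters; inactive = the rest, including low values that fail the filters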;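 also: 100% = DMSO wells rate and 0% = substrate alone blank rate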
Target sequence (Q92560 whole entry, looked up): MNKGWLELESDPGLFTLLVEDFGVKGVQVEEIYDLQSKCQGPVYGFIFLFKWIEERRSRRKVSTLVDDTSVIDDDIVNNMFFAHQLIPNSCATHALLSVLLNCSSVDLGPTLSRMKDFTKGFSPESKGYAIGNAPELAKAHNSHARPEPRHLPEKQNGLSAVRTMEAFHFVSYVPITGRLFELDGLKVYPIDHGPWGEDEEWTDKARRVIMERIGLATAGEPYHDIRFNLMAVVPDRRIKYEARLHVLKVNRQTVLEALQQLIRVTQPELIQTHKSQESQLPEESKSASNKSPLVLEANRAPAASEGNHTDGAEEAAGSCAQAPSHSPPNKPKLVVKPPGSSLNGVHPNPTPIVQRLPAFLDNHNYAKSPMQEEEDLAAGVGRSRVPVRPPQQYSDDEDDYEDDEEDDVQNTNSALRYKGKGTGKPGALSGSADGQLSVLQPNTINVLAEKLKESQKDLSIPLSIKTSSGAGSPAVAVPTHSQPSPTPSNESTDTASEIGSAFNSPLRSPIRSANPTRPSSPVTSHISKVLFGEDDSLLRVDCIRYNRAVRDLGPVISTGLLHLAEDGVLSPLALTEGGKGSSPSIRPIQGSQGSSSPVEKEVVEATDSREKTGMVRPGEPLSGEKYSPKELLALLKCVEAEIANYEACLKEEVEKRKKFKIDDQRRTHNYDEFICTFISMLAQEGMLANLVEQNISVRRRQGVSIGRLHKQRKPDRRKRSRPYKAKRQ
The depositor's hits bear a star; . = not tested or not shown.

SMILES	HePTP inh	BAP1 inh
Cn1c(CCNC(=O)c2ccco2)nc2cc(NS(=O)(=O)c3ccccc3)ccc21	7	102
Cc1cc(C)nc(NS(=O)(=O)c2ccc(Br)cc2)n1	9	114
CCc1cc2c(=O)c(-c3ccc4c(c3)OCO4)c(C)oc2cc1OCC(=O)O	.	189
CCN(CC)C(=O)C(C)OC(=O)c1ccc(O)cc1 (stereo not drawn)	-11	.
O=C(Nc1ccc2c(c1)oc1ccccc12)c1cccc(C(F)(F)F)c1	-2	.
Cc1cc(NC(=O)C2CCCN(S(=O)(=O)c3cnc[nH]3)C2)ccc1Br (stereo not drawn)	5	98
O=C(Cc1cn2ccsc2n1)Nc1ccccn1	10	.
Cn1c(SCc2c(F)cccc2Cl)nnc1-c1cccs1	-6	85
COc1ccc(C2Nc3cccc4cccc(c34)N2)cc1Br	3	78
O=c1oc(-c2cccs2)nc2scc(-c3cccs3)c12	-12	105
COc1cc(OC)c(C2NC(=S)NC(C)=C2C(=O)Nc2ccc(Cl)cc2)cc1OC (stereo not drawn)	0	.
C=CCn1c(N)nc2ccccc21	2	95
COC(=O)c1cc2nc(-c3ccccc3)cc(C)n2n1	-3	.
COC(=O)c1ccccc1NS(=O)(=O)c1ccc(NC(C)=O)cc1	-2	.
CCCCOC(=O)Nc1ccc(S(=O)(=O)Nc2ccc(F)cc2)cc1	-1	.
O=C1NC(=S)N(c2ccc(Br)cc2)C(=O)/C1=C/c1cccs1	7	.
O=C1c2cccc3cccc(c23)C(=O)N1CCN1CCN(S(=O)(=O)c2ccc(I)cc2)CC1	-4	.
COc1ccc(/C=N/Nc2nc(-c3ccc(C)cc3)nc3ccccc23)c(OC)c1	4	.
Cc1cccc(NC(=O)C(=O)NCCC(C)C)c1C	-17	.
CC(=O)NC(Cc1cc(C)ccc1C)C(=O)N1CCN(C(=O)Nc2ccc(C(C)=O)cc2)CC1 (stereo not drawn)	-1	97
CC(C)C(C(=O)NCC1CCCO1)N(Cc1ccco1)C(=O)CNS(=O)(=O)c1ccc(F)cc1 (stereo not drawn)	9	92
Cc1ccc(-c2nn(CCC(=O)NCC3CCCO3)c(=O)c3ccccc23)cc1 (stereo not drawn)	7	91
CC1(C)CC(=O)c2c(-c3cccnc3)n[nH]c2C1	8	98
COCCNC(=O)CSc1nc2nc(C)cc(C)n2n1	13	110
COCCCNC(=O)CCc1nc2cccnc2n1Cc1ccccc1	6	100
CCOc1ccc(C2C=C(c3ccccc3)Nc3ncnn32)cc1 (stereo not drawn)	0	487
CN(CCNC(=O)c1cccc(N2CCCC2=O)c1)Cc1ccccc1	0	97
c1ccc(-c2ccccc2OCCn2cncn2)cc1	8	79
CC(=O)Nc1ccc(Cc2ccncc2)cc1	4	106
CCCn1nnnc1SCC(=O)NCc1ccccc1	-4	101
CCOC(=O)CCn1cc(F)c(=O)n(Cc2ccccc2)c1=O	2	94
COc1ccc(Cn2nnnc2C(C(C)C)N(Cc2ccco2)Cc2cccs2)cc1 (stereo not drawn)	2	43*
O=C(Nc1ccc2nn(-c3ccccc3)nc2c1)c1ccc(Cl)c([N+](=O)[O-])c1	5	.
Cc1ccc(S(=O)(=O)NC(=O)NC(C)c2ccccc2)cc1 (stereo not drawn)	-6	.
O=C(NCCCNc1ccc([N+](=O)[O-])cc1C(F)(F)F)c1cc(F)c(F)cc1Cl	-12	.
CC[C@H](C)C(=O)O[C@H]1CCC=C2C=C[C@H](C)[C@H](CC[C@@H]3C[C@@H](O)CC(=O)O3)[C@H]21	.	91
Clc1ccc2nc(N3CCNCC3)nc(-c3ccccc3)c2c1	10	121
Brc1ccc(-c2nc(-c3ccccc3)no2)o1	-6	97
CCCCCOc1ccc(Cl)cc1CN1CCOCC1	0	148
O=C(/C=C/c1ccccc1Cl)Nc1ccc(Cl)cn1	-11	.
CC1=NNC(=O)C1CCC(=O)N/N=C/c1c(O)ccc2ccccc12 (stereo not drawn)	2	.
CCOC(=O)c1ccc(NC(=O)CN(c2ccccc2OC)S(=O)(=O)c2ccccc2)cc1	4	.
CCC(C)NCC(=O)NCCNc1ccc([N+](=O)[O-])cc1Cl (stereo not drawn)	1	.
O=S(=O)(Nc1nc2ccccc2nc1NCC1CCCO1)c1cccs1 (stereo not drawn)	2	55
COc1ccccc1N1CCN(C(=O)c2cccc(N3C(=O)NC4CC3(C)Oc3ccccc34)c2)CC1 (stereo not drawn)	14	103
COC(=O)c1[nH]c2cccc(OC)c2c1NC(=O)CCN1CC(C)CC(C)C1 (stereo not drawn)	9	89
O=C(C1CCN(S(=O)(=O)c2cccs2)CC1)N1CCc2ccccc2C1	-5	61
CCOc1cccc(N2C(=O)CC(SC(=NCc3ccc(OC)cc3)Nc3ccccc3)C2=O)c1 (stereo not drawn)	-16	.
COc1cc(C(=O)Nc2nc3ccccc3[nH]2)cc(OC)c1OC	-12	109
COC(=O)C1=CNC=C(C(=O)OC)C1c1cccc(C)c1	3	.
CSc1nc(NC(C)C)nc(N2CCOCC2)n1	-2	84
Cc1cccc(OCC(=O)NCc2ccccn2)c1	-3	.
CC(=O)Nc1ccc(Nc2ncnc3c2cnn3-c2cccc(C)c2)cc1	4	108
O=C(Cn1nnc2ccccc2c1=O)N1CCCc2ccccc21	8	96
COc1ccc(OC)c(C(=O)COC(=O)c2c(OC)cccc2OC)c1	9	100
COc1cccc(OCC(O)CN(CCO)Cc2ccccc2)c1 (stereo not drawn)	0	116
Cc1ccc(-c2cc(C(F)(F)F)n3nc(C(=O)N4CCCC4)cc3n2)cc1	2	69
CCOC(=O)c1nc(NC(=O)/C=C/c2ccco2)sc1C	40	.
Cc1oc(-c2ccc(Cl)cc2)cc1-c1nn2c(-c3ccco3)nnc2s1	5	.
CCOC(=O)CNC(=O)CSc1ncnc2c1cnn2-c1ccc(OC)cc1	3	100

Random excerpt: 2 records from the list, in no set order.
SMILES	HePTP inh	BAP1 inh
CCOC(=O)c1nc(NC(=O)/C=C/c2ccco2)sc1C	40	.
Cc1cccc(OCC(=O)NCc2ccccn2)c1	-3	.

The list continues.
SMILES	HePTP inh	BAP1 inh
COc1ccc(/C=C/C(=O)N2CCC(C)CC2)cc1Br	-5	.
O=C(COc1ccc2ccccc2c1)Nc1ccccc1CO	6	.
COc1ccc(-c2cc(N)n(CCC#N)n2)c(OC)c1	-1	88
CC1=C(C(=O)OCc2ccc3c(c2)OCO3)C(c2ccc([N+](=O)[O-])cc2)NC(=O)N1 (stereo not drawn)	.	63
O=C(COc1ccc(Cl)cc1)N1CCN(c2ccccn2)CC1	-4	.
COc1ccc(-c2nnc(SCC(=O)N3CCCCC3)o2)c(OC)c1	7	87
CC(=O)c1cc(-c2ccccc2)n(CCC(=O)NCc2cccs2)c1C	-9	95
Cc1ccc(S(=O)(=O)/N=C2/NC(=O)/C(=C/c3ccco3)S2)cc1	18	.
O=C(Cn1ncc2c(=O)oc3ccccc3c21)NCC1CCCO1 (stereo not drawn)	8	93
Cc1ccc(N2NC(=O)/C(=C/c3cccs3)C2=O)cc1Cl	10	.
CCOC(=O)C1CCN(C(=O)COc2ccc(Cl)cc2Cl)CC1	7	101
c1ccc2c3c([nH]c2c1)-c1[nH]ncc1CC3	12	138
CCCCOC(=O)c1ccc(NC(=O)Nc2ccccc2)cc1	4	.
CC(C)n1nnnc1SCC(=O)NCc1cccs1	7	103
NCCCNCCCCNCCCN	.	95
Nc1nc2ccc(C(=O)O)cc2s1	.	57
COc1ccc(NC(=O)/C(C#N)=C/c2cn(Cc3ccccc3C#N)c3ccccc23)cc1	-6	.
O=C1CC(SCc2nc3ccccc3[nH]2)C(=O)N1c1ccc(F)cc1 (stereo not drawn)	5	145
CCN(CC)CCn1c(=N)n(CC(=O)c2ccc(C)cc2)c2ccccc21	7	.
N/C(=N\c1nc2ccccc2o1)NC(=O)c1ccc([N+](=O)[O-])cc1	.	93

Exported as a markdown table: 21 of the compounds above.
| SMILES | HePTP inh | BAP1 inh |
| --- | --- | --- |
| Cc1ccc(-c2cc(C(F)(F)F)n3nc(C(=O)N4CCCC4)cc3n2)cc1 | 2 | 69 |
| CCOC(=O)c1nc(NC(=O)/C=C/c2ccco2)sc1C | 40 | . |
| Cc1oc(-c2ccc(Cl)cc2)cc1-c1nn2c(-c3ccco3)nnc2s1 | 5 | . |
| CCOC(=O)CNC(=O)CSc1ncnc2c1cnn2-c1ccc(OC)cc1 | 3 | 100 |
| COc1ccc(/C=C/C(=O)N2CCC(C)CC2)cc1Br | -5 | . |
| O=C(COc1ccc2ccccc2c1)Nc1ccccc1CO | 6 | . |
| COc1ccc(-c2cc(N)n(CCC#N)n2)c(OC)c1 | -1 | 88 |
| CC1=C(C(=O)OCc2ccc3c(c2)OCO3)C(c2ccc([N+](=O)[O-])cc2)NC(=O)N1 (stereo not drawn) | . | 63 |
| O=C(COc1ccc(Cl)cc1)N1CCN(c2ccccn2)CC1 | -4 | . |
| COc1ccc(-c2nnc(SCC(=O)N3CCCCC3)o2)c(OC)c1 | 7 | 87 |
| CC(=O)c1cc(-c2ccccc2)n(CCC(=O)NCc2cccs2)c1C | -9 | 95 |
| Cc1ccc(S(=O)(=O)/N=C2/NC(=O)/C(=C/c3ccco3)S2)cc1 | 18 | . |
| O=C(Cn1ncc2c(=O)oc3ccccc3c21)NCC1CCCO1 (stereo not drawn) | 8 | 93 |
| Cc1ccc(N2NC(=O)/C(=C/c3cccs3)C2=O)cc1Cl | 10 | . |
| CCOC(=O)C1CCN(C(=O)COc2ccc(Cl)cc2Cl)CC1 | 7 | 101 |
| c1ccc2c3c([nH]c2c1)-c1[nH]ncc1CC3 | 12 | 138 |
| CCCCOC(=O)c1ccc(NC(=O)Nc2ccccc2)cc1 | 4 | . |
| CC(C)n1nnnc1SCC(=O)NCc1cccs1 | 7 | 103 |
| NCCCNCCCCNCCCN | . | 95 |
| Nc1nc2ccc(C(=O)O)cc2s1 | . | 57 |
| COc1ccc(NC(=O)/C(C#N)=C/c2cn(Cc3ccccc3C#N)c3ccccc23)cc1 | -6 | . |

More structures:
SMILES	HePTP inh	BAP1 inh
CN(C)/C=C1\Nc2ccc(Br)c(Cl)c2C1=O	7	.
COc1ccc(/C=N\N2CCN(c3ccccc3)CC2)cc1	4	.
Cc1nn(C)cc1CNC(=O)Nc1ccc(Br)cc1Cl	6	.
O=C1C2CCCN2C(c2ccccc2F)N1c1cccc(Cl)c1 (stereo not drawn)	-4	92
O=C1C2C3C=CC(C3)C2C(=O)N1c1cccc(-c2nc3ccccc3c(=O)o2)c1 (stereo not drawn)	6	.
COc1ccc(/C=C2\SC(=O)N(CCC(=O)Nc3ccccc3C)C2=O)cc1OC	3	.
COc1ccccc1C1CC(c2c(-c3ccccc3)c3cc(Cl)ccc3[nH]c2=O)=NN1C(=O)CCC(=O)O (stereo not drawn)	6	.
C=CCOc1c(I)cc(C=C2C(=O)NC(=S)NC2=O)cc1OCC	9	.
O=C(NCCNc1ccc([N+](=O)[O-])cc1Cl)c1cccc(Br)c1	7	.
O=C(c1cccnc1)N1C2CCC1CC(O)(c1ccc(F)cc1)C2 (stereo not drawn)	9	72
Brc1ccc(-c2nn3c(-c4ccco4)nnc3s2)o1	12	100
C=CCOC(=O)CCC(=O)Nc1cccc2ccccc12	6	96
O=C(NCCN1CCOCC1)c1cc(-c2ccco2)on1	4	109
CCc1cccc(C)c1NC(=O)C(C(C)C)N1C(=O)c2ccccc2C1=O (stereo not drawn)	2	.
CS(=O)(=O)c1ccc(Cl)c(C(=O)O)c1	0	131
COc1ccc(OC)c(C2C(C(=O)Nc3cccnc3)=C(C)NC3=C2C(=O)CCC3)c1 (stereo not drawn)	8	118
C=CCn1c(CCC(=O)O)ccc1-c1ccc(OC)cc1	8	57
CC1CC(C)CN(CCCNC(=O)C2CCCN(c3nnc(N4CCCC4=O)s3)C2)C1 (stereo not drawn)	-7	85
Cc1ccc(C(=O)N/C(=C/c2ccccc2Cl)C(=O)NN)cc1	-2	.
Cc1ccc(/C(N)=N/OC(=O)c2ccc(Cl)cc2Cl)cc1	8	.
Cc1cc(Cl)ccc1OCC(=O)Nc1ncn[nH]1	-3	.
Cc1cccc(C=Nc2cc(Cl)ccc2O)c1O	-6	.
C=CCNC(=O)C(=O)Nc1ccccc1OC	-7	.
Cc1nc2ccccc2n1CC(O)COc1cccc(Cl)c1 (stereo not drawn)	6	.
COc1cc(/C=C2\C(=O)NN(c3ccccc3)C2=O)ccc1OCc1ccccc1F	-15	.
O=C(O)C1C(c2ccccc2)C(C(=O)N2CCOCC2)C1c1ccccc1 (stereo not drawn)	1	115
O=C(Nc1ccc(Cn2nnc3ccccc32)cc1)c1ccco1	5	99
COc1ccc(NC2=NC3(CCCC3)N=C(N)N2)cc1	-9	.
O=C(O)c1cccc(S(=O)(=O)N2Cc3ccccc3C2)c1	.	103
CC1(C)c2ssc(=S)c2-c2ccccc2N1C(=O)c1ccccc1	2	.
O=C(c1ccc(Br)cc1)N1CCN(c2nc3ccc([N+](=O)[O-])cc3s2)CC1	5	.
C=C(Br)Cn1c(SCC)nc2ccccc21	12	.
OCCSc1c(F)c(SCCO)c(SCCO)c(F)c1SCCO	-5	60
CCCN1C(=O)/C(=C2\SC(=S)N(CCC(=O)O)C2=O)c2ccccc21	1	.
Cc1nn(C(=O)C23CC4CC(CC(C4)C2)C3)c(C)c1Sc1ccc([N+](=O)[O-])cc1	11	.
O=C(NCc1cccnc1)c1ccc(COc2ccccc2Br)o1	16	74
NC(=O)CSc1nnnn1CC(CC(=O)O)c1ccccc1 (stereo not drawn)	.	132
COc1cc(/C=C2/SC(=S)N(CCC(=O)NC34CC5CC(CC(C5)C3)C4)C2=O)cc(OC)c1OC	7	.
O=C(Nc1ccc(OC(F)(F)F)cc1)c1ccccc1Br	5	.
CCCSC1=C(C#N)C(c2ccccc2OCC)CC(=O)N1 (stereo not drawn)	9	99
Cc1cc(C)c(S(=O)(=O)N2CCCCC2)c(C)c1-n1ncnn1	-6	76

Screens deposited in PubChem by several laboratories.

Hits appear at their usual frequency; overall some 0.91% were active at least once.
